NPYLR7 agonist: activates Aedes aegypti NPYLR7 receptor; AID 1259423; hit rate 0.15% among 270,000; HEK293T NPYLR7/Galpha15, GCaMP6s calcium fluorescence; activation, % at 10 µM; in the data active means activation above about 40%;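 further: 0% = vehicle and 100% = reference agonist at the receptor; some compounds past the cut are filed as inactive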
hcGAS inh: blocks human cGAS activity; inhibition, % at 12.5 µM; hit rate 0.081% among 290,000; AID 1259398; recombinant h-cGAS, ATP depletion, Kinase-Glo luminescence;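 further: 0% = vehicle reaction and 100% = reaction without DNA for no activity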
Target sequence (Q8N884 whole entry, looked up): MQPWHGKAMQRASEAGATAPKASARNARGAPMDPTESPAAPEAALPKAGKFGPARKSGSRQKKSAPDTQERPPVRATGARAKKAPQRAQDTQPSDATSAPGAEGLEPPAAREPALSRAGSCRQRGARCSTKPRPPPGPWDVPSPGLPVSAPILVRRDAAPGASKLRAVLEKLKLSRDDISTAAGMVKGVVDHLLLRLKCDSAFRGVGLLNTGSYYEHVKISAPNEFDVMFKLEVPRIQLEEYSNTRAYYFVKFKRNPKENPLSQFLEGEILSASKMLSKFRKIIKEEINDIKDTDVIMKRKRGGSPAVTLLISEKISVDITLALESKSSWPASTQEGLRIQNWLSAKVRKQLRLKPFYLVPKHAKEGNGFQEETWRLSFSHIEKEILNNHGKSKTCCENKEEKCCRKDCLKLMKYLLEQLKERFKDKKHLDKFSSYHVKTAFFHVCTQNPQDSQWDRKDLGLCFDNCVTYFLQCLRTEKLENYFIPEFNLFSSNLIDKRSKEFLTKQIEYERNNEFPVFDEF
mcGAS inh: mouse cGAS inhibition by luminescence | Q8C6L5 | recombinant cGAS, Kinase-Glo ATP depletion luminescence | inhibition, % at 12.5 µM | hit rate 0.15% among 160,000 | AID 1259399;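 further: 0% = negative control wells and 100% = reference inhibitor with no enzyme activity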
Numbers without * were called inactive; x = not tested or not shown; & = joins results of further samples. Unless noted, no stated cut-off is given here; in the data, active means inhibition above about 40%; inactive means the rest.

SMILES | NPYLR7 agonist | hcGAS inh | mcGAS inh
CSC(N)=NC(=NS(=O)(=O)c1ccccc1)c1ccccc1 | 3 | -13 | -7
COc1ccc(NC(C)c2c(F)cccc2F)cc1OCC(N)=O (stereo not drawn) | 1 | -13 | x
COc1ccc(OCc2cc(C(=O)N(C)CCC3CCOCC3)no2)c(Cl)c1 | 14 | -2 | x
Cc1ccsc1CN(Cc1ccc(F)cc1)C(=O)CN(CC1CCCO1)C(=O)Nc1ccc(Cl)cc1Cl (stereo not drawn) | -5 | -7 | -3
Cc1cc(C(F)(F)F)c(C#N)c(SCC(=O)NC(C)C)n1 | 15 | 3 | x
COc1ccc(C(=O)N(Cc2ccc(OS(=O)(=O)c3ccc(F)cc3)cc2)Cc2ccco2)cc1 | -2 | -14 | -6
O=C(c1ccccc1)C1CCN(Cc2cc3n(n2)CCNC3)CC1 | 9 | -5 | x
CCOC(=O)C1(CCOC)CCCN(Cc2cc(Cl)ccc2O)C1 (stereo not drawn) | 3 | -8 | x
CN(C)C(=O)C12CC3CC(CC(C3)C1)C2 | 7 | -5 | -4
O=c1[nH]c(CSc2ccccc2)nc2c1oc1ccccc12 | 4 | -5 | x
Cc1nc(CNC(=O)[C@@H]2C[C@@H]3C=C[C@H]2C3)sc1C | 0 | 0 | x
O=S(=O)(c1cccc(Br)c1)N1CCN(c2nnnn2-c2ccccc2)CC1 | 9 | -4 | x
COC(=O)C(c1ccc(OC)cc1)C1C=CC(NC(=O)c2cc(Cl)ccc2F)C1 (stereo not drawn) | -1 | -3 | -4
CCOc1ccc(NC(=O)N2CCC3(CC2)CNC(=O)C3)cc1 | 5 | -6 | -12
COc1ccc(CCNC(=O)c2cccnc2N2CCN(C(=O)CCC3CCCC3)CC2)cc1OC | 18 | -2 | -7
CCCOCP(=O)(COCCC)COCCC | -2 | 0 | -2
Cc1ccc(C(=O)COC(=O)c2cc(C)nc3ccccc23)c(C)c1 | 6 | -7 | -7
O=C(C1CCC1)N1CCC(CCc2ccc(-c3ccccc3)cc2)CC1 | 2 | -7 | -7
COC(=O)c1sccc1S(=O)(=O)NCC1(N2CCOCC2)CCCCC1 | 1 | -3 | x
C=CCNC(=O)c1ccccc1NC(=O)c1c(-c2ccccc2)noc1C | -7 | 0 | x
CCOC(=O)c1nn(-c2ccc(C)cc2)c(=O)cc1OCc1cc(C)ccc1C | 7 | 2 | x
Cn1ccnc1C(O)C1CCN(C(=O)CCc2c[nH]c3ccccc23)CC1 (stereo not drawn) | -4 | -1 | x
CN1CCCC2(CCN(C(=O)c3cnc(Nc4ccccc4)nc3)C2)C1=O (stereo not drawn) | 6 | -8 | x
Cc1nn(C)c2ncc(C(=O)N3CCN(c4nc5ccccc5nc4-c4ccccc4)CC3)c(Cl)c12 | x | -13 | -6
COc1cccc(-c2ccccc2NC(=O)C2CCN(Cc3cccc4cccnc34)CC2)c1 | 14 | -6 | x
O=CNC(n1cnc2c(N3CCCCC3)ncnc21)C(Cl)(Cl)Cl (stereo not drawn) | -5 | -3 | -4
CC(C)C1CN(CC(N)=O)CCC(=O)N1CC1CC1 (stereo not drawn) | 0 | -3 | -10
O=C1CCc2cc(C(=O)N3CCC(c4ccccc4)CC3)ccc2N1 | 11 | -9 | -7
Cc1cnc(CNC(=O)C(C)(C)NC(=O)c2cccs2)cn1 | 9 | -4 | x
CCOc1ccc(C(=O)Nc2ccc(-c3nc4ccccc4o3)c(O)c2)cc1 | -8 | 2 | 2
O=C(CSc1nc2c(c(=O)n1CCc1ccccc1)SCC2)N1CCOCC1 | 0 | -3 | -7
O=C(c1ccc(SC(F)(F)F)cc1)N1CCc2c([nH]c3ccccc23)C1c1ccc([N+](=O)[O-])c(Cl)c1 (stereo not drawn) | -6 | -2 | 5
O=C(NCC(O)C1CCCC1)C1SCCc2ccccc21 (stereo not drawn) | 9 | -5 | x
CN1CCN(Cc2nc(Cc3ccccc3)no2)CC1c1ccccc1 (stereo not drawn) | 12 | -3 | -8
COc1ccccc1-n1cc(-c2c(-c3ccccc3)ncn2C[C@H](C)O)cn1 | x | -5 | -16
CC(NC(=O)Cn1cnc2scc(-c3cccs3)c2c1=O)c1ccc(F)cc1F (stereo not drawn) | 4 | 0 | x
COc1cccc(OC)c1CNC(=O)c1ccc(C2CCNC2)cc1 (stereo not drawn) | 21 | -2 | x
CN(C)c1nc2c(c(=O)[nH]1)CCN(C(=O)C1(c3ccc(Cl)cc3)CCC1)C2 | 7 | -3 | x
O[C@H]1[C@H](NCc2ccccn2)[C@H]2CO[C@H](O2)[C@@H]1N1CCN(c2ccccc2)CC1 | 3 | -5 | -10
Brc1ccc(-c2nc(-c3ccncc3)no2)o1 | -3 | -5 | x
COc1ccc(CCN(C)C(=O)c2ccc(Br)cc2)cc1OC | 20 | -4 | -7
Cc1ccn2c(NC(=O)Cc3ccccc3)c(-c3ccc(F)cc3)nc2c1 | -9 | -1 | -5
Cn1c(NNC(=O)c2ccc(Cl)cc2)cc(=O)n(C)c1=O | 3 | -5 | -6
COc1cc(OC)cc(C(=O)N2CCN(c3cccc(F)c3)C(=O)C2C)c1 (stereo not drawn) | -3 | -4 | -4
O=[N+]([O-])c1ccc2c(c1)S(=O)(=O)N=C2N1CCOCC1 | 16 | -3 | -10

Single records, from the list above:
Profile of `Cn1c(NNC(=O)c2ccc(Cl)cc2)cc(=O)n(C)c1=O` → NPYLR7 agonist: 3; hcGAS inh: -5; mcGAS inh: -6
Profile of `O=C(NCC(O)C1CCCC1)C1SCCc2ccccc21` (stereo not drawn) → NPYLR7 agonist: 9; hcGAS inh: -5; mcGAS inh: x

Later entries
SMILES | NPYLR7 agonist | hcGAS inh | mcGAS inh
Fc1ccc(CN(Cc2ccncc2)Cc2ccc(-c3ccn[nH]3)o2)cc1 | 2 | -6 | -9
COc1ccc(-n2nnc3c(=O)n(CC(=O)NC4CCCCC4)cnc32)cc1 | 2 | -4 | x
CC1(Cc2ccccc2Cl)C(=O)Nc2c(Cl)ccc(Cl)c21 (stereo not drawn) | -1 | -3 | -2
CC(=O)N[C@H]1C[C@@H]2c3[nH]c4ccccc4c3C[C@@H](C(=O)NC(c3ccccc3)c3ccccn3)N2C1=O (stereo partly drawn) | 5 | 1 | x
COCCN(Cc1ccccc1OS(C)(=O)=O)C(=O)c1cccc(F)c1 | -3 | -8 | -8
CNC(=O)NC(=O)CSc1nnc(-c2cccs2)n1CC(N)=O | 1 | -4 | -5
Nc1ccccc1Oc1c(F)c(F)c(Oc2ccccc2N)c(F)c1F | 19 | -4 | -7
CC1(C)S[C@@H]2[C@H](NC(=O)COc3ccccc3)C(=O)N2[C@H]1C(=O)O | -1 | -5&-1 | x
COc1ccc2sc(N(CCN(C)C)C(=O)c3cccc([N+](=O)[O-])c3)nc2c1 | -10 | -3 | -5
Cc1ccc(-n2[nH]c(C3CC3)c(-c3ccc(NS(=O)(=O)c4ccc(C)cc4)cc3)c2=O)cc1 | x | -3 | -6
CN(C)c1nc(-c2ccccc2)nc2c1CCN(C(=O)C1CCCO1)C2 (stereo not drawn) | -4 | 2 | x
Cc1nc(-c2cccc(-c3cccc4ccnn34)c2)no1 | 38 | -3 | -17
CCOc1ccc(S(=O)(=O)c2cnc(SCC(=O)Nc3ccc(C)cc3C)[nH]c2=O)cc1 | -1 | -5 | -8
O=S(=O)(NCC(c1ccccc1)c1ccccc1)c1ccc(F)cc1 | 14 | -3 | -6
O=C(CC1CCCCC1)NCC1COc2ccccc2O1 (stereo not drawn) | -6 | -4 | -5
CCCCCCCCc1nnc(N)s1 | 4 | -15 | x
O=C(NCCc1cccs1)c1cccnc1Nc1cccc(Cl)c1 | 4 | -6 | -5
CC(C)CN(Cc1cccc(OS(C)(=O)=O)c1)S(=O)(=O)c1ccc(Cl)cc1 | -10 | -3 | 1
COc1ccc2c(c1)CCN2C(=O)NCC1(c2ccccc2C)CCOCC1 | 0 | -5 | x
CN(C)CCCN(C(=O)CCS(=O)(=O)c1ccccc1)c1nc2c(F)cccc2s1 | -2 | 0 | 0
COc1ccccc1CNC(=O)c1cnc2cc(C(C)=O)[nH]c2c1 | -2 | 5 | -2
Cc1ccc(CSc2nc3nccnc3c(=O)n2CCC(C)C)cc1 | 5 | -2 | x
Cc1ccc(S(=O)(=O)Nc2ccc(-c3ccc4nnc(-c5ccncc5)n4n3)cc2)cc1 | -10 | -5 | -6
COc1ccccc1NC(=O)N(Cc1cccc(OS(=O)(=O)c2ccc(NC(C)=O)cc2)c1)Cc1ccco1 | 1 | -3 | -8
COc1ccc(C2CC(=O)Nc3snc(C)c32)c(OC)c1 (stereo not drawn) | -2 | -4 | -10
Cc1ccc(-n2nnc(C(=O)Nc3ccc(F)cc3F)c2-n2cccc2)cc1 | -4 | -6 | -7
COc1ccc(OC)c(CC(=O)NC2CC(C)(C)Cc3c2cnn3-c2cccc(F)c2)c1 (stereo not drawn) | 2 | -5 | -9
O=C(CSc1nc(=O)n(CCCN2CCOCC2)c2c1CCCC2)Nc1cccc2ccccc12 | -2 | -2 | -5
Cc1cc([N+](=O)[O-])cc(S(=O)(=O)NNC(=O)c2oc3ccccc3c2C)c1C | -4 | -8 | x
O=C1CCN(CC(O)COc2ccccc2)c2cc3c(cc2CN1C1CC1)OCO3 (stereo not drawn) | 10 | -8 | 0
CC1=C(C(=O)OCC(C)C)C(c2cccs2)N2C(=O)CCSC2=N1 (stereo not drawn) | 5 | -1 | x
Cn1c(CCC(N)=O)nn(CN2CCCc3c(F)cc(F)cc32)c1=S | 7 | -6 | x
CN(C)c1ccc(Sc2nnc(N)s2)cc1 | 1 | -3 | -4
NC(=O)c1cc2cc(Br)ccc2oc1=O | -4 | 0 | x
CC(C1CC1)N(C)S(=O)(=O)N1CCc2c([nH]c3ccccc23)C1C (stereo not drawn) | 9 | -11 | -8
CCOC(=O)[C@H]1[C@@H](O)C(=O)N(Cc2ccccc2)C12CCN(C(=O)OCc1ccccc1)CC2 | 2 | 2 | -3
Cc1cc2n(n1)CCCN(C(=O)C1CC3(CCNCC3)CN1)C2 (stereo not drawn) | 10 | -5 | x
C1CCC2(CC1)C1CCCCC1=Nc1nnnn12 (stereo not drawn) | x | -11 | -4
O=C(c1cnc2ccccn2c1=O)N1CCc2ccccc21 | 0 | 8 | 3
Cc1n[nH]c(C)c1S(=O)(=O)NCCOc1ccc(-c2cccs2)nn1 | -1 | -13 | -9
Cc1cc(NC(=O)c2cccc(Oc3ccccc3)c2)no1 | 8 | -6 | -11
COC(=O)CCNC(=O)c1ccc([N+](=O)[O-])o1 | 4 | -10 | x
COc1ccc(CNCC(O)c2nnn(C)n2)cc1OC (stereo not drawn) | 0 | -6 | x
CC(C)(C)c1ccc(C(=S)NC2CCCC2)cc1 | -7 | -7 | x
COc1cc(OC)c(NC(=O)Cn2cnc3c(sc4nc(C)cc(C)c43)c2=O)cc1Cl | 5 | -1 | x

An excerpt from above in order of number of heavy atoms, smallest number first.
SMILES | NPYLR7 agonist | hcGAS inh | mcGAS inh
NC(=O)c1cc2cc(Br)ccc2oc1=O | -4 | 0 | x
CN(C)c1ccc(Sc2nnc(N)s2)cc1 | 1 | -3 | -4
COC(=O)CCNC(=O)c1ccc([N+](=O)[O-])o1 | 4 | -10 | x
C1CCC2(CC1)C1CCCCC1=Nc1nnnn12 (stereo not drawn) | x | -11 | -4
COc1ccc(C2CC(=O)Nc3snc(C)c32)c(OC)c1 (stereo not drawn) | -2 | -4 | -10
Cc1cc(NC(=O)c2cccc(Oc3ccccc3)c2)no1 | 8 | -6 | -11
Cc1cc2n(n1)CCCN(C(=O)C1CC3(CCNCC3)CN1)C2 (stereo not drawn) | 10 | -5 | x
CC(C1CC1)N(C)S(=O)(=O)N1CCc2c([nH]c3ccccc23)C1C (stereo not drawn) | 9 | -11 | -8
Cc1ccc(CSc2nc3nccnc3c(=O)n2CCC(C)C)cc1 | 5 | -2 | x
Cc1ccc(-n2nnc(C(=O)Nc3ccc(F)cc3F)c2-n2cccc2)cc1 | -4 | -6 | -7
O=C1CCN(CC(O)COc2ccccc2)c2cc3c(cc2CN1C1CC1)OCO3 (stereo not drawn) | 10 | -8 | 0
COc1cc(OC)c(NC(=O)Cn2cnc3c(sc4nc(C)cc(C)c43)c2=O)cc1Cl | 5 | -1 | x
Cc1ccc(S(=O)(=O)Nc2ccc(-c3ccc4nnc(-c5ccncc5)n4n3)cc2)cc1 | -10 | -5 | -6
CCOC(=O)[C@H]1[C@@H](O)C(=O)N(Cc2ccccc2)C12CCN(C(=O)OCc1ccccc1)CC2 | 2 | 2 | -3
O=C(CSc1nc(=O)n(CCCN2CCOCC2)c2c1CCCC2)Nc1cccc2ccccc12 | -2 | -2 | -5
COc1ccccc1NC(=O)N(Cc1cccc(OS(=O)(=O)c2ccc(NC(C)=O)cc2)c1)Cc1ccco1 | 1 | -3 | -8

Going on with the list:
SMILES | NPYLR7 agonist | hcGAS inh | mcGAS inh
CCCN(CC#N)Cc1noc(Cc2ccc(Br)cc2)n1 | 5 | -6 | x
CN1C(=CC=Nc2ccccc2I)C(C)(C)c2ccccc21 | -4 | 4 | x
O=C(O)CSc1nc2ccccc2n1C1CCCCC1 | -4 | -7 | -5
CC1=Nc2nc(SCC(C)C)[nH]c(=O)c2C(c2sccc2C)C1C(=O)OC(C)C (stereo not drawn) | 0 | -6 | x
CC(=O)Nc1nnc(-c2cc3ccccc3oc2=O)s1 | -4 | 0 | -4
CCCn1cc(CN2CCC3(CC2)c2nc[nH]c2CCN3CC(C)C)c(C)n1 | x | -5 | -4

Compounds as they come (roughly 0.27% active in at least one column).
